# NPSR antag – neuropeptide S receptor (human) antagonism, cAMP; 220,000 compounds, 1% hits; CHO-NPSR cells, cAMP TR-FRET, antagonist mode; Potency, µM (titrated, usually from 38.3 µM), for inactives: at the top dose activity change, negative = inhibition, usual class: inhibitors; note: % is set by controls: 0 for no effect and ±100 for the full control effect; nearly all actives have a fitted effect of over 50% in size; many of its hits are not listed in these tables
# Target sequence (Q6W5P4 whole entry, looked up): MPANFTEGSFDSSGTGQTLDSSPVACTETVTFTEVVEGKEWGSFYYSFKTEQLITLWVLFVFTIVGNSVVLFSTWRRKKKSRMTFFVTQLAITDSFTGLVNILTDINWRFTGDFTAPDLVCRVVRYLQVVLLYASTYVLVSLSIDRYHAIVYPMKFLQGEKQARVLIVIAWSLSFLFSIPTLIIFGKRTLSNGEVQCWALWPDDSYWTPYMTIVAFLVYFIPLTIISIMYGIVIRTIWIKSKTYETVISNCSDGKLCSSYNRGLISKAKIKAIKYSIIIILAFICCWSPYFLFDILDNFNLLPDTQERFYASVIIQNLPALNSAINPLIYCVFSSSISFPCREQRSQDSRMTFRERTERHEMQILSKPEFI
# GLA spleen mod – inhibits or activates alpha-galactosidase in human spleen homogenate | P06280 | human spleen homogenate, 4MU-alpha-Gal fluorescence, 40 min | Potency, µM (titrated, usually from 80 µM), inactives show top-dose activity change, negative = inhibition, hits mostly inhibitors | 240,000 compounds, 0.008% hits;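 note: 0% = enzyme with vehicle and -100% = no enzyme basal signal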
#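 Spleen homogenate 1 ug + cpd (titration) + 4-MU-alpha-D-galactopyranoside 1 mM; 37C 40 min; 50 mM citrate/phosphate pH 5.0, 0.01% Tween-20; stop pH 10; fluorescence 365/440; AC50 via Hill.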
# GAA spleen mod – inhibits or activates alpha-glucosidase in human spleen homogenate; Potency, µM (series often up to 79.9 µM), for the others: top-dose activity change, negative = inhibition, usual class: inhibitors; human spleen homogenate, 4-MU-alpha-glucoside fluorescence; AID 2112; P10253; 240,000 compounds, 0.006% hits;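 note: 0% = enzyme with vehicle and -100% = no enzyme basal signal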
#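 AC50 values come from Hill-equation fits of concentration-response data, normalized to no-enzyme and full-activity controls. Enzyme source: 1 ug human spleen homogenate; 1 mM fluorogenic 4-MU glucoside, pH 5.0 citrate buffer, 37 C, 40 min.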
# GAA inh – inhibitors of human lysosomal alpha-glucosidase | purified human GAA, 4-MU-alpha-glucoside fluorescence | 200,000 compounds, 0.005% hits | AID 1466 | P10253 | Potency, µM (series often up to 76.9 µM), for the others: top-dose activity change, negative = inhibition, hits mostly inhibitors;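 note: plate controls were uninhibited enzyme wells for no effect and no-enzyme background for full effect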
#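 Human alpha-glucosidase, 4 nM, pre-mixed with test compounds before 400 uM 4-methylumbelliferyl substrate; 20 min room temperature at pH 5.0. Fluorescence read after pH 10 stop; AC50 values from Hill-equation fits.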
# ALDH1A1 block – ALDH1A1 (human) enzyme inhibition | P00352 | Potency, µM (top dose mostly 75.3 µM), for the others: top-dose activity, negative = inhibition, hits mostly inhibitors | AID 1030 | 220,000 compounds, 7.3% hits | Purified ALDH1A1, NADH fluorescence, propionaldehyde substrate; active = well fitted inhibition curve with a large enough effect, not every such curve was filed as active; inconclusive = small, poorly fitted or top-dose-only effect, or another doubt; inactive = no such curve, though single readings can be large or run the other way;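 note: plate controls were no enzyme wells and a reference inhibitor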
# Target sequence (P00352 whole entry, looked up): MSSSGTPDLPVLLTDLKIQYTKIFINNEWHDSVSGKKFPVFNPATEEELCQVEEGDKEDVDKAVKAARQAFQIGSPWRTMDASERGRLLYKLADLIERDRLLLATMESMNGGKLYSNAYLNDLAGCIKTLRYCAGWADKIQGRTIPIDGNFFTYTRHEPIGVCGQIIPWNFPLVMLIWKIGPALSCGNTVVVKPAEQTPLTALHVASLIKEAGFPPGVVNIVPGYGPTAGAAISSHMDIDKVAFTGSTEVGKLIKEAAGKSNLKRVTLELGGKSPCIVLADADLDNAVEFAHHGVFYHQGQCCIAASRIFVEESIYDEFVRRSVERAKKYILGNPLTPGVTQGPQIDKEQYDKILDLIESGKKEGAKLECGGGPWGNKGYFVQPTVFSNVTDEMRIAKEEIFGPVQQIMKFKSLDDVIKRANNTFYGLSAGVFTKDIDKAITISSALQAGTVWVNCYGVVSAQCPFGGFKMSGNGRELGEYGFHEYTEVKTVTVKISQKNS
# GAA glycogen – alters human alpha-glucosidase cleavage of glycogen. Potency, µM (series often up to 76.4 µM), for the others: top-dose activity change, negative = inhibition, most hits filed as inhibitors. recombinant GAA, glycogen substrate, Amplex Red glucose oxidase fluorescence. P10253. AID 2100. 300,000 compounds, 0.38% hits;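 note: 0% = full enzyme reaction and -100% = no-enzyme basal signal; the screen sought inhibitors and activators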
#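 Natural-substrate format: glycogen cleavage by 4 nM human enzyme, glucose read by Amplex Red coupling (Ex 573, Em 610 nm). Normalized to enzyme and no-enzyme controls.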
# Epigenetic reg – regulators of epigenetic silencing causing reporter derepression in mouse cells; murine LDR cells, GFP reporter derepression, 30 h; Potency, µM (titrated, usually from 53.9 µM), for inactives: at the highest dose GFP activation, most hits filed as activators; 280,000 compounds, 0.2% hits; AID 1865; note: % of control where 0% means no effect; nearly all actives have a fitted effect of over 60% in size
#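 Murine LDR cells bearing a silenced CMV-driven GFP reporter were exposed to compound for 30 h at 37 C. After PBS washes, GFP-positive cells (20-120 um objects) counted by laser-scanning microplate cytometry.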
# Tau fluor counter – counter-screen for tau fibril formation inhibitors; tau K18 P301L (four-repeat tau fragment) Alexa594 fluorescence, heparin fibrillization; Potency, µM (highest dose often 57.7 µM), for the others: at the top dose activity change, negative = decrease; 280,000 compounds, 0.93% hits; note: % is set by controls: 0 for no effect and ±100 for the full control effect; nearly all actives have a fitted effect of over 55% in size
#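 Human K18 P301L tau (15 uM unlabeled plus 0.24 uM Alexa 594-labeled, final) in 100 mM sodium acetate pH 7 was mixed with compound and 20 uM heparin and incubated 6 hr at 37 C.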
# Active calls of the source: *; ? = inconclusive; nt = not tested or not shown; & = joins results of further samples; [ ] = remark or other dose. Unless noted, calls come from the whole dose curve; as a rule, active = well fitted curve in the direction sought with a large enough effect; inconclusive = small, poorly fitted or top-dose-only effect, or another doubt; inactive = no such curve, though single readings can be large; an effect the other way counts as inactive or inconclusive. Potency is the fitted concentration of half-maximal effect. An excerpt; rates above refer to the full screens.
# Order of results: NPSR antag, GLA spleen mod, GAA spleen mod, GAA inh, ALDH1A1 block, GAA glycogen, Epigenetic reg, Tau fluor counter
- O=C(CNC(=O)C12CC3CC(CC(C3)C1)C2)NC1=NCCS1
    -4%[46.1 µM], 0%, 4%, 3%, ?, 1%, 0.0%, -10%
- Cc1ccc(C(=O)CSc2nc3ccccc3c(=O)[nH]2)cc1C
    0%, 4%, 2%, ?, -13%, -12%, 8.2%, -10%
- CC(C)CN1CCC(C(=O)N2CCN(c3ccccc3F)CC2)CC1
    9%, 4%, 4%, -5%, -6%, -3%, 3.9%, 2%
- CCOC(=O)c1ccccc1NC(=O)c1cccnc1
    -8%[46.1 µM], 5%, -5%, 2%, -8%, -9%, 1.0%, 1%
- COc1ccccc1NC(=O)CC(NCCN(C)C)C(=O)O (stereo unspecified)
    0%[46.1 µM], 3%, 0%, -12%, 7%, -2%, -2.3%, -1%
- O=C(c1cccs1)N1CCc2ccccc21
    18%[46.1 µM], 2%, -1%, ?, 5%, 6%, 0.0%, 2%
- Cc1ccc(-c2nnc(Nc3ccc(CC(N)=O)cc3)c3ccccc23)cc1
    ?, 5%, 0%, 2%, -7%, -4%, -2.0%, -17%
- CCOC(=O)C1C(=O)CC(C)(O)C(C(=O)OCC)C1c1ccc(SC)cc1 (stereo unspecified)
    -1%, -1%, 4%, 0%, -3%, -18%, 1.2%, 3%
- Cc1c(C#N)c(N=CN(C)C)c(C(=O)c2ccccc2)n1-c1ccc(Br)cc1
    ?, 1%, 0%, 4%, 5%, 0%, 6.3%, -11%
- O=C(COC(=O)CSCC(=O)N1CCCCC1)NCc1ccc(F)cc1
    -20%[46.1 µM], -3%, -4%, -7%, ?, 14%, 1.6%, -5%
- C=C(C)c1cccc(C(C)(C)NC(=O)N2CCC(C)CC2)c1
    -18%[46.1 µM], -7%, -2%, 2%, 6%, -17%, -0.2%, -14%
- Cc1nc(SCC(=O)Nc2ccc(Cl)cc2[N+](=O)[O-])nc(C)c1C
    4%, -8%, 8%, -12%, -4%, 2%, -0.6%, -22%
- Cn1c(SCc2nc(-c3cccs3)no2)nnc1C1CCCCC1
    4%[46.1 µM], -1%, -1%, -5%, 1%, -6%, -0.8%, 0%
- CC(C)(C)c1ccc(C(=O)NC(Cc2ccccc2)C(=O)O)cc1 (stereo unspecified)
    -5%[46.1 µM], 4%, -3%, 8%, -4%, 5%, 1.2%, 1%
- Cc1ccc(SC[C@H](Cc2ccccc2)N2CCN(CCc3ccccc3)CCC2=O)cc1
    ?, -2%, -5%, nt, nt, -3%, -4.8%, 8%
- c1ccc(C2=Nn3c(nnc3-c3cc(-c4ccccc4)n[nH]3)SC2)cc1
    ?, -1%, 4%, -4%, -10%, 0%, -1.0%, -1%
- O=C(CN1C(=O)c2ccccc2C1=O)N1CCN(c2ccccn2)CC1
    -5%[46.1 µM], -4%, -6%, ?, 4%, -9%, 0.0%, 1%
- Cc1cc(=O)oc2c(CN(C)Cc3ccccc3)c(O)ccc12
    -3%[46.1 µM], ?, ?, ?, ?, -4%, -5.5%, -11%
- Cc1c(NS(=O)(=O)c2cccc3nsnc23)c(=O)n(-c2ccccc2)n1C
    21%, 0%, -3%, -8%, 2%, 13%, 1.0%, 5%
- Cc1cc(N(C)/N=C/c2ccccc2)nc(-c2ccccc2O)n1
    32%, 0%, -1%, -1%, ?, -15%, -1.0%, -20%
- CC(=O)Nc1ccc2ccccc2c1
    -2%[46.1 µM], 0%, 2%, 1%, 14%, 5%, 0.0%, -5%
- CN(C)S(=O)(=O)N1CCN(c2ccc(Cl)cc2)CC1
    9%[46.1 µM], -1%, 1%, -5%, 3%, -2%, -1.0%, -9%
- CC(C)(C)CC(=O)Nc1cccc(-c2cn3cccnc3n2)c1
    9%, ?, 3%, ?, ?, -20%, -2.0%, 8%
- Cc1ccc(NC(=O)C2Cc3ccccc3CN2C(=O)c2ccccc2)cc1Cl (stereo unspecified)
    -46%, 5%, -2%, ?, -5%, -3%, -1.6%, -22%
- C=CCNc1ncnc2c1ncn2C1OC(CO)C(O)C1O (stereo unspecified)
    1%[7.67 µM], 5%, 8%, 0%, 2%, 4%, 7.6%, -5%
- CCCC(=O)NC(=S)Nc1cccc(C(C)=O)c1
    -2%[46.1 µM], 3%, -12%, 3%, -11%, 2%, 0.0%, -4%
- COc1cc(C2C(C#N)=C(N)Oc3cc(O)ccc32)cc2c1OCO2 (stereo unspecified)
    -13%[46.1 µM], 3%, 6%, -10%, ?, 3%, 1.3%, -17%
- Cc1ccc(SCc2ccc(C(=O)N3CCCC3)cc2)cc1
    -22%, 4%, 2%, -8%, ?, 5%, 2.3%, -1%
- Cc1nc(NC(=O)C2CC3CCCC(C2)C3=O)sc1C (stereo unspecified)
    -1%[46.1 µM], 7%, -5%, -9%, ?, 8%, -1.7%, 1%
- COc1ccc(S(=O)(=O)NC(C)C(=O)Nc2cccc([N+](=O)[O-])c2)cc1 (stereo unspecified)
    20%, 2%, 3%, 23%, 1%, 1%, -2.8%, -3%
- CN(C)C(/C=C/Nc1cccc([N+](=O)[O-])c1)=C(C#N)C#N
    -3%, 3%, nt, -5%, ?, 5%, -0.3%, -13%
- Cc1ccc(N/N=C/c2c(C)c(C#N)c(=O)n(C)c2O)cc1C
    1%, 11%, 14%, 6%, 0.79µM*, ?, -3.6%, 2%
- CC(NC(=O)CSc1n[nH]c(=O)n1C1CC1)C12CC3CC(CC(C3)C1)C2 (stereo unspecified)
    -17%[46.1 µM], -23%, -10%, 2%, -6%, 0%, -1.1%, 0%
- CCOc1ccc2[nH]c(=O)c(CN(CCO)Cc3nnnn3CCc3ccccc3)cc2c1
    -10%[46.1 µM], -9%, -5%, 1%, ?, -7%, -0.2%, -13%
- C=CCNC(=O)c1cc(-c2ccc(Br)cc2)on1
    12%[46.1 µM], 3%, 3%, 1%, 16%, 2%, -1.0%, -6%
- CC(=O)Cc1nsc(NC(=O)c2ccc(COc3ccccc3)o2)n1
    -14%[46.1 µM], -5%, -2%, -3%, ?, 4%, 0.0%, -10%
- COc1ccc(CS(=O)(=O)c2nc(C)cc(C)c2S(C)(=O)=O)cc1
    4%, -12%, 7%, 4%, 7%, -2%, -1.4%, 7%
- Cc1cccc(C)c1N1CCN(C(=O)N2CCCCC2)CC1
    -33%, 0%, 2%, 4%, ?, 1%, -2.6%, 6%
- O=C1[C@@H]2[C@H](C(=O)N1n1cnnc1)[C@H]1C=C[C@@H]2C1
    4%[7.67 µM], 2%, -8%, -2%, -1%, 5%, -1.2%, -4%
- O=C(NCC1CCCN(Cc2ccccc2F)C1)c1cccc(C(F)(F)F)c1 (stereo unspecified)
    -4%, -7%, 2%, -7%, 0%, -14%, -2.8%, -8%
- CN(C)c1cccc(C(=O)Nc2ccc(N3CCOCC3)cc2)c1
    -21%[46.1 µM], -5%, -11%, -3%, 4%, -4%, 0.9%, -18%
- CC(CCc1ccccc1)NC(=O)Cc1ccccc1 (stereo unspecified)
    6%, 11%, 1%, -6%, -3%, -2%, -1.0%, -5%
- CCC1=C(OC(=O)N(CC)CC)N2C(=O)OC(=NCC(=O)OC)[C@]2(Cc2ccccc2)[C@H]2C1=CC[C@H]1C(=O)N(C)C(=O)[C@H]12
    -8%, -1%&5%, 1%&-2%, nt, -7%, 4%, 1.6%&-1.7%, 0%&12%
- COc1ccc(O[C@H]2C=C[C@@H](c3ccccc3)O[C@H]2COC(=O)CC/C(C)=N\OC[C@@H](C)[C@H](OCc2ccccc2)C(C)C)cc1
    nt, -1%[17.5 µM], -1%[17.4 µM], nt, 1%[13.5 µM], nt, 2.2%[10.1 µM], -4%[11.6 µM]
- Cc1cccc(NC(=O)CN2C(=O)C(C)Oc3ccccc32)n1 (stereo unspecified)
    11%, 3%, 0%, 7%, -6%, 5%, -1.1%, -8%
- Cc1ccccc1CSCC(=O)c1c(N)n(C)c(=O)n(C)c1=O
    -15%[46.1 µM], -4%, -9%, 0%, -6%, 2%, 0.0%, -6%
- Cc1ccc(Nc2ccc(C(N)=O)cc2[N+](=O)[O-])cc1C
    10%, -6%, 2%, 11%, ?, 4%, -3.2%, -14%
- CC(C)NC(=O)CN1CCN(c2ncccn2)CC1
    -16%[7.67 µM], 2%, 12%, -5%, 28µM*, -18%, 2.5%, 3%
- O=[N+]([O-])c1ccc(-c2cnc(SCc3ccccc3Cl)[nH]2)cc1
    -26%[46.1 µM], 1%, 9%, -8%, ?, -14%, 1.2%, 16µM*[quencher]
- CCCCCC(O)/C=C/C=O (stereo unspecified)
    nt, -7%, 2%, nt, -6%, nt, 0.0%, -15%
- CCOC(=O)C(C)Sc1nnc(CNC(=O)c2ccc(OC)cc2)n1C1CCCCC1 (stereo unspecified)
    -28%[46.1 µM], -3%, -13%, 4%, 1%, -6%, -1.1%, -15%
- Cn1cnnc1SCC(=O)N1CCN(C(=O)c2ccco2)CC1
    9%, -6%, -4%, -8%, ?, -1%, -0.9%, -3%
- CCCC(=O)NC1C2CC3CC(C2)CC1C3 (stereo unspecified)
    -1%[46.1 µM], 4%, -1%, -12%, 3%, -16%, -2.1%, 1%
- NC(=O)c1c(NC(=O)CSc2nnc(-c3ccco3)n2N)sc2c1CCCC2
    -8%[46.1 µM], 6%, 3%, -13%, ?, 4%, 3.2%, -14%
- CCCC(=O)Nc1nnc(CCOC)s1
    16%, -1%, 1%, 7%, -4%, 4%, -1.8%, -6%
- O=C(NCCCn1ccnc1)c1ccc(N2CCCCC2)c([N+](=O)[O-])c1
    -5%, 4%, -4%, -3%, 7.9µM*, 4%, 2.6%, -2%
- O=C(Nc1ccc(C(=O)N2CCOCC2)cc1)c1cc(-c2cccnc2)nc2ccc(Cl)cc12
    -15%, 6%, 7%, 8%, 1%, -14%, 0.0%, ?
- COc1cc(NC(=O)Cn2nc(C(F)(F)F)c(Br)c2C)cc([N+](=O)[O-])c1
    ?, 5%, 2%, -2%, 1%, -5%, 1.0%, ?

# Marked active in ALDH1A1 block, among the entries above:
structure,NPSR antag,GLA spleen mod,GAA inh,ALDH1A1 block,Epigenetic reg
Cc1ccc(N/N=C/c2c(C)c(C#N)c(=O)n(C)c2O)cc1C,1%,11%,6%,0.79µM*,-3.6%
CC(C)NC(=O)CN1CCN(c2ncccn2)CC1,-16%[7.67 µM],2%,-5%,28µM*,2.5%
O=C(NCCCn1ccnc1)c1ccc(N2CCCCC2)c([N+](=O)[O-])c1,-5%,4%,-3%,7.9µM*,2.6%
